Assay outcomes deposited in PubChem by several laboratories.
PP1 counter = blocks human PP1-alpha phosphatase, a PP5 counter-screen. actives 0.9% (n = 320,000). P62136. purified PP1alpha, OMFP fluorescence. inhibition, % at 6.7 µM;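 active = inhibition above the mean inhibition of all tested compounds plus 3 SD, computed separately for each screening campaign, cut at about 15% in these data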
core dimer inh = HCV core protein dimerization inhibition | TR-FRET GST/Flag-core106 dimerization, 1536-well | inhibition, % at 5 µM | AID 1899 | actives 0.33% (n = 300,000);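 active = inhibition above the mean of all tested compounds plus 3 SD, set per screening campaign, cut at about 45% in these data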
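Assay system: tagged HCV core106 pair (GST and Flag); medium: KF-containing HEPES buffer, pH 7.45, DTT, CHAPS, BSA; also added: Eu donor and XL665 acceptor anti-tag antibodies; dosing: 5 µM single dose; timing: compound-protein-antibody incubation 4 h at 22.5 °C; signal: TR-FRET 671 and 617 nm emission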
GASC-1 inh = blocks human GASC-1 demethylase activity; inhibition, % at 2.35 µM; actives 0.069% (n = 330,000); GST-JMJD2C(1-420) H3K9me3 demethylation, DELFIA europium;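 active = more than half of a compound's replicate wells show inhibition beyond 50%, single wells judged on their own value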;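 also: signal counts dimethyl H3K9 product captured on neutravidin plate; 0% = median of DMSO wells and 100% = 0.3 times that DMSO median; strong numbers were not always called active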
PP5 primary = PP5 (human) phosphatase inhibition; P53041; purified PP5c, OMFP substrate fluorescence; inhibition, % at 6.7 µM; actives 0.18% (n = 320,000); AID 1987;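 active = inhibition above the campaign's mean inhibition across all tested compounds plus 3 SD, cut at about 9.5% in these data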;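 also: 0% = DMSO only and 100% = 100 µM cantharidin control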
LYPLA2 inh = counter-screen for PME1 inhibitors: inhibitors of human LYPLA2 | O95372 | recombinant LYPLA2, FP-Rh probe fluorescence polarization | inhibition, % at 5.9 µM | actives 0.38% (n = 320,000) | AID 2177;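 active = inhibition above the screen-wide mean plus 3 SD, limit set per campaign, cut at about 26% in these data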;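 also: 0% = LYPLA2 with DMSO and 100% = wells lacking LYPLA2 enzyme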
Target sequence (O95372 whole entry, looked up): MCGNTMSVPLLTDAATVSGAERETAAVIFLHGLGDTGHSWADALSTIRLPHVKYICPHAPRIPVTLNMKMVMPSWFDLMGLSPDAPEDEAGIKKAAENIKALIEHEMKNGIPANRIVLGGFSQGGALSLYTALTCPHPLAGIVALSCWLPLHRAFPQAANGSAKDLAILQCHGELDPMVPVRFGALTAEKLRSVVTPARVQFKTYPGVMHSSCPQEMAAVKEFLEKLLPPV
Efflux pump mplx = blocks antifungal efflux pumps in multiplex yeast assay; S. cerevisiae Candida pump triplex, Nile Red efflux; inhibition, % at 10 µM; actives 0.44% (n = 330,000); AID 485275;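 active = plate passing quality check with inhibition over a set limit, or well fluorescence over plate mean plus 4 SD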;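 also: Nile Red retained in pooled yeast measured as flow cytometry median fluorescence; 0% = buffer negative control and 100% = Enniatin B positive control; higher means more Nile Red kept so more efflux inhibition; some compounds called inactive have numbers as strong as hits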
Fh CTSL1 inh = cathepsin L1 inhibition, PFM18AAP counter-screen | recombinant F. hepatica cathepsin L1, Z-Leu-Arg-MCA fluorescence | inhibition, % at 5.96 µM | actives 0.49% (n = 300,000);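 active = inhibition above the mean of all tested compounds plus 3 SD, set per screening campaign, cut at about 17% in these data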;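 also: 0% = plate median of test compound wells and 100% = 1 µM Z-Phe-Ala-diazomethylketone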
PREPL inhibitor = human PREPL enzyme inhibition; Q4J6C6; recombinant PREPL, fluorescence polarization activity-based probe; inhibition, % at 5.96 µM; actives 0.68% (n = 320,000); AID 2751; in the data active = inhibition above about 43%;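 also: 0% = enzyme with DMSO and 100% = wells lacking enzyme; many of its hits are not listed in these tables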
Target sequence (Q4J6C6 whole entry, looked up): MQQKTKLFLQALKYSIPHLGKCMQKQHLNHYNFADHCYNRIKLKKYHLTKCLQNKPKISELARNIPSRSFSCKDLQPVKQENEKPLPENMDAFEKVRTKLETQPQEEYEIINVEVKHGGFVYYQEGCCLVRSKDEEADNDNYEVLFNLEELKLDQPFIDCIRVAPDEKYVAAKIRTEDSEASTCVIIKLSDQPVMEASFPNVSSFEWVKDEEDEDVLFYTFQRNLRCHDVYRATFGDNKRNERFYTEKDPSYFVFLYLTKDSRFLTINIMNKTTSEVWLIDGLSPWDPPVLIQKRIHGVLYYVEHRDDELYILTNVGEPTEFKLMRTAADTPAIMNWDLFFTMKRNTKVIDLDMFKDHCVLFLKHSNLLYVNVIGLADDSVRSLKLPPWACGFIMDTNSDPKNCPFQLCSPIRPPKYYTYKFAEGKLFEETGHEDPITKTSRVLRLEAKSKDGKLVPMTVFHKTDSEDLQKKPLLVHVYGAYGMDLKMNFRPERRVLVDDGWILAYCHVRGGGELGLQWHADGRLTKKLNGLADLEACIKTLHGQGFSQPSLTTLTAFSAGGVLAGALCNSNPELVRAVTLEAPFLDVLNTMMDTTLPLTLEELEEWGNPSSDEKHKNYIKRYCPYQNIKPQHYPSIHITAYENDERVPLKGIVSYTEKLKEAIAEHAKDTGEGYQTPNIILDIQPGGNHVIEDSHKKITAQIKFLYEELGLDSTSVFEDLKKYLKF
TPT1 inhibitor = C. albicans TPT1 enzyme inhibition; recombinant caTPT1, FP RNA substrate dephosphorylation; inhibition, % at 5 µM; actives 0.81% (n = 300,000);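 active = inhibition above the mean of all tested compounds plus 3 SD, set per screening campaign, cut at about 24% in these data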;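 also: plate controls were DMSO alone for no effect and ferristatin control at 100 nM for full effect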
* marks the source's active call; other numbers are inactive results; . = not tested or not shown. An excerpt (hit frequency here may not be typical).

SMILES	PP1 counter	core dimer inh	GASC-1 inh	PP5 primary	LYPLA2 inh	Efflux pump mplx	Fh CTSL1 inh	PREPL inhibitor	TPT1 inhibitor
CCOC(=O)N1CCN(c2c(N3CCN(c4cccc(C(F)(F)F)c4)CC3)c(=O)c2=O)CC1	-6	-1	2	4.4	0	0.0	1	19	1
Clc1ccc(-c2cnn3c(-c4ccncc4)ccnc23)cc1	-7	-2	2	2.1	-4	0.0	-4	-14	-1
O=C1OCCC1Sc1nc2ccccc2[nH]1 (stereo not given)	4	2	-1	2.2	2	0.4	-3	7	0
CC(C)(C)c1ccc(NC(=O)COC(=O)CCc2nc3ccccc3c(=O)[nH]2)cc1	1	2	-3	1.7	-2	-0.1	-2	8	1
CC1CCN(c2ccc(NC(=O)c3cccnc3)cc2)CC1	-5	-1	-2	-0.2	2	0.0	6	1	-3
CSc1nnc(-c2cc(-c3ccc(C)cc3)nc3ccccc23)o1	2	-8	-2	2.2	-8	0.1	-2	-4	0
Cn1c(CCN2CCCCC2)nc2cc(NC(=O)COc3ccc([N+](=O)[O-])cc3)ccc21	1	5	-3	0.5	4	0.1	2	35	0
COc1ccc(C(=O)Nc2nc(CC(=O)NCCc3cccc(OC)c3)cs2)cc1	-1	-3	0	0.1	0	0.3	-1	-9	1
Cc1ccc(C)c(S(=O)(=O)ON2C(=O)c3ccccc3C2=O)c1	0	6	7	3.1	-1	0.0	12	-1	-2
Cn1nc(C(=O)Nc2cccc(S(=O)(=O)N3CCOCC3)c2)c2ccccc2c1=O	1	.	-2	-0.5	-10	0.3	.	1	.
COc1ccc(CNc2oc(-c3cccc4ccccc34)nc2C#N)cc1	-3	4	0	2.3	-20	0.0	-1	14	-1
O=C(CC1SC(=Nc2ccccc2)N(CCO)C1=O)Nc1ccccc1 (stereo not given)	-4	-4	5	2.9	2	0.1	0	-13	1

Look-ups from the results shown.
GASC-1 inh with Cc1ccc(C)c(S(=O)(=O)ON2C(=O)c3ccccc3C2=O)c1 → 7
LYPLA2 inh with CC(C)(C)c1ccc(NC(=O)COC(=O)CCc2nc3ccccc3c(=O)[nH]2)cc1 → -2

Pulled one by one from the list above:
SMILES	PP1 counter	core dimer inh	GASC-1 inh	PP5 primary	LYPLA2 inh	Efflux pump mplx	Fh CTSL1 inh	PREPL inhibitor	TPT1 inhibitor
O=C1OCCC1Sc1nc2ccccc2[nH]1 (stereo not given)	4	2	-1	2.2	2	0.4	-3	7	0
CCOC(=O)N1CCN(c2c(N3CCN(c4cccc(C(F)(F)F)c4)CC3)c(=O)c2=O)CC1	-6	-1	2	4.4	0	0.0	1	19	1
Cc1ccc(C)c(S(=O)(=O)ON2C(=O)c3ccccc3C2=O)c1	0	6	7	3.1	-1	0.0	12	-1	-2

Continuation:
SMILES	PP1 counter	core dimer inh	GASC-1 inh	PP5 primary	LYPLA2 inh	Efflux pump mplx	Fh CTSL1 inh	PREPL inhibitor	TPT1 inhibitor
FC(F)(F)c1ccccc1C1=CC(c2ccccc2)n2ncnc2N1 (stereo not given)	-4	-7	-11	-2.8	4	0.2	-2	-3	1
CCOc1ccc(S(=O)(=O)NCc2cccnc2)cc1C(C)C	0	-4	-5	6.1	0	0.1	-2	6	6
Cc1ccccc1NS(=O)(=O)c1ccc(C(=O)N2CCN(c3ccccn3)CC2)cc1	5	2	1	1.6	-5	-0.1	12	3	4
COC(=O)C1=NNC2(c3ccc(Cl)cc3)C(=O)N(c3ccccc3)C(=O)C12 (stereo not given)	-1	2	0	-0.6	0	0.0	-3	-1	5
COc1ccccc1OC(=O)c1cc(Cl)nc2ccccc12	4	1	-8	0.8	-6	0.4	0	-6	-1
C/C(=N/NS(=O)(=O)c1cc(C)ccc1C)c1ccncc1	-3	0	5	-0.6	9	0.0	1	14	-3
CCOc1cccc(/C=N/NC(=O)C2CCCC2)c1O	0	2	-5	-1.1	7	0.1	6	-8	-3
O=C(NCc1ccncc1)C1CCCN(S(=O)(=O)c2cc(Cl)ccc2Cl)C1 (stereo not given)	-1	1	5	0.5	0	0.1	-1	-9	-2
CC(C(=O)Nc1ccccc1Cl)c1ccc([N+](=O)[O-])cc1 (stereo not given)	3	-3	2	1.7	-5	0.1	1	-1	1
CCCCCOc1ccc(C(=O)CCC(=O)Nc2ccc(NC(C)=O)cc2)cc1	0	6	31	0.1	1	0.0	1	3	-4
O=S(=O)(c1cnc(Cl)c(Br)c1)N1CCN(c2ncccn2)CC1	-1	1	9	-1.2	6	-0.1	-1	-2	1
COc1ccc(-c2csc3[nH]c(=S)n(-c4ccccc4)c(=O)c23)cc1OC	-6	-8	-3	2.3	7	-0.1	1	13	-3
CCOC(=O)C(C)Oc1cccc2c(=O)n(CC(=O)N3CCc4ccccc43)ccc12 (stereo not given)	1	9	-12	3.3	3	0.0	1	-11	2
CC(NCc1ccc2c(c1)OCO2)C(=O)NC1CCCc2ccccc21 (stereo not given)	-2	8	3	3.9	0	-0.1	-3	-8	-6
O=C(Nc1ccc(C(F)(F)F)cc1)c1cccnc1N1CCOCC1	-1	-2	2	3.4	-3	-0.3	0	-5	0
CSc1nnc2c(n1)OC(c1cccn1C)N(C(C)=O)c1ccccc1-2 (stereo not given)	1	-6	-7	-0.3	5	0.1	0	-4	0
C/C(=N\NC(=O)c1nnn(-c2nonc2N)c1CSc1ccccc1)c1cccnc1	3	-11	5	1.7	-4	0.1	2	0	-2
COc1cccc(N2CC(C(=O)Nc3nnc(SCC(=O)Nc4ccc(NC(C)=O)cc4)s3)CC2=O)c1 (stereo not given)	1	17	2	1.1	-4	-0.4	4	12	2
O=C(NCC1CCCCC1)c1cccnc1	-1	7	-1	2.5	0	0.0	0	2	1
Cc1nc(C(=O)N2CCc3c([nH]c4ccccc34)C2c2ccccn2)cs1 (stereo not given)	-3	-4	0	2.2	-1	0.0	-2	3	-5
Cc1ccc(NC(=S)Nc2ccc3cn[nH]c3c2)cc1C	0	-11	0	3.2	12	-0.1	2	12	-2
Cc1ccc(NC(=O)Cn2ccsc2=N)c([N+](=O)[O-])c1	1	-3	11	1.7	-3	-0.2	0	0	1
COc1cccc(NC(=S)N(Cc2ccc(C)cc2)Cc2ccccn2)c1	2	6	-9	2.9	-9	0.0	2	-4	-3
Cc1ccc2c(c1)NC(c1cccs1)C1=C(CC(C)(C)CC1=O)N2 (stereo not given)	-8	-5	7	1.3	1	0.0	-1	11	3
COc1ccc2c(c1OC)C(=O)N1C2SC(C)(C)[C@H]1C(=O)NCC(C)C (stereo not given in full)	-5	5	3	1.9	4	-0.1	1	-7	0
CC1(C)Cc2c(sc3nnn(Cc4ccccc4)c(=O)c23)CO1	-2	-3	-1	0.2	7	0.4	8	7	-2
Cc1ccccc1Cn1ccc(NC(=O)c2cc3nc(-c4ccco4)cc(C(F)(F)F)n3n2)n1	-2	21	6	0.3	5	-0.2	3	-4	6
NS(=O)(=O)c1ccc2c(c1)C(=NO)c1cc(S(N)(=O)=O)ccc1-2	1	-1	-1	3.5	-13	0.1	-3	-8	1
Cc1cccc2cc(CN(Cc3ccc(F)cc3)Cc3nnnn3C3CCCC3)c(=O)[nH]c12	-2	-6	-2	-11	-3	-0.1	10	7	-7
CCOC(=O)c1cnn(-c2cc(C(C)(C)C)nc3c(-c4ccccc4)c(C)nn23)c1N	-8	3	-6	3.0	6	-0.1	-2	5	-1
CCOc1ccc(CCNC(=O)COC(=O)c2ccc(OC)c(OC)c2OC)cc1OCC	0	-2	5	0.0	-5	0.4	-3	5	-1
Cc1ccc(C(N)=Nc2ccccc2)cc1	-4	1	16	-0.6	2	0.0	2	-6	-1
CCCCN(C(=O)CSc1nnc(-c2ccc(Cl)cc2)o1)c1c(N)n(CC(C)C)c(=O)[nH]c1=O	-5	.	-4	3.6	-5	0.0	.	16	.
O=C(N/N=C/c1ccc(-c2ccc([N+](=O)[O-])cc2)o1)[C@H]1C[C@@H]1c1ccccc1	-2	12	3	-0.7	2	0.0	1	3	20
O=c1oc2ccccc2cc1-c1cn2cccnc2n1	-2	-1	9	0.2	-2	0.0	4	1	3
Cc1cc(C)nc(N/N=C/c2cn[nH]c2-c2ccccc2)n1	1	1	3	1.2	2	0.1	3	11	3
Cc1ccc(-c2csc(N(CCO)CCCn3c(C(F)(F)F)nc4ccccc43)n2)cc1	-3	-27	0	5.9	8	-0.1	2	19	-2
O=C(Nc1ccccc1Sc1ccccc1)c1ccccc1	5	6	-12	1.2	1	-0.5	3	-17	-7
Cc1nc(C)c(NC(=O)OC(C)C)cc1NC(=O)OC(C)C	0	11	-11	1.1	6	0.0	2	2	0
COc1ccc(C2CC(C(F)(F)F)n3nc(C(=O)Nc4c(C)n(C)n(-c5ccccc5)c4=O)c(Cl)c3N2)cc1 (stereo not given)	0	0	-3	1.2	2	-0.1	1	21	0
Cc1ccc(-n2nc3c(c2NC(=O)c2cccs2)CS(=O)(=O)C3)cc1	0	4	-2	0.2	0	0.0	4	-2	-2
CCOC(=O)Cc1n[nH]c(=O)c2ccccc12	0	-5	-1	0.2	-4	-0.1	0	1	-5
N=C1CCC(=N)c2c1c(O)c1ccccc1c2O	-1	-23	-3	2.9	42*	0.0	19*	41	-35
COc1ccc(C(=O)OC(C)C(=O)Nc2cc(C(F)(F)F)ccc2Cl)c(OC)c1OC (stereo not given)	3	1	-23	0.9	0	0.0	0	7	-4
Cc1ccc(-c2csc(/C=C3\SC(C)C(=O)N3CC(=O)Nc3ccccc3F)n2)cc1 (stereo not given)	-3	12	9	-3.2	3	0.0	0	-12	5
Cc1[nH]n(C(N)=S)c(=O)c1N=Nc1cccc([N+](=O)[O-])c1C	0	-21	7	3.4	13	-0.3	2	11	0
Cc1ccc(C)c(CSC2=NCCN2C(=O)c2cccs2)c1	0	-2	2	0.8	-3	-0.1	-1	4	1
O=C(CNCc1ccco1)Nc1ccc(Oc2ccccc2)cc1	0	-1	2	4.5	4	0.0	1	12	-2
Cc1ccc(C(=O)NNc2cc(N3CCCC3)nc(N3CCCC3)n2)cc1	12	0	-46	17*	-2	-0.1	0	30	5
O=c1cc(-c2ccc(O)cc2)oc2c([C@@H]3O[C@H](CO)[C@@H](O)[C@H](O)[C@H]3O)c(O)c([C@@H]3O[C@H](CO)[C@@H](O)[C@H](O)[C@H]3O)c(O)c12	2	-4	1	2.5	1	0.2	2	-2	1
O=C(N[C@@H](c1ccccc1)[C@@H]1C[C@H]1C(=O)O)OCc1ccccc1	-2	-3	-2	-1.1	4	.	-4	3	-3
CCOc1cc(/C=C/c2ccc3cccc([N+](=O)[O-])c3n2)ccc1OCC(=O)N(C)C	2	4	-6	1.8	7	0.1	7	14	1
Cc1ccsc1C(=O)N1CCC(CO)(Cc2ccccc2)CC1	-2	0	4	-2.0	-4	0.2	1	1	2
COc1ccccc1NC(=O)N(Cc1ccco1)Cc1cc2cc(C)cc(C)c2[nH]c1=O	4	8	-2	2.6	-5	0.0	2	9	-2
CC(O)CNC12CC3CC(CC(C3)C1)C2 (stereo not given)	-6	2	2	-0.9	4	0.1	-2	0	-1
CCCCC(=O)Nc1ccc2c(c1)nc(CCNC(=O)c1ccco1)n2C	-2	-9	-3	2.4	10	0.0	-4	7	1
CCc1ccccc1NC1Nc2cc(C)nn2S1 (stereo not given)	-1	4	32	2.9	7	0.1	2	-13	2
O=C(Cc1ccc(-n2c(=O)c3sccc3n(CC(=O)Nc3ccccc3F)c2=O)cc1)NCc1ccco1	3	-3	11	1.3	-4	0.1	-4	4	3
COC(=O)c1ccccc1NS(=O)(=O)c1ccc(NC(C)=O)cc1	1	-6	2	3.2	-1	-0.1	-2	-6	-6
